Screening results from PubChem BioAssay.
TNF necrop inh = TNF-alpha cell death inhibition in Jurkat FADD-/- cells | Jurkat FADD-/- TNF necroptosis rescue, ATP luminescence, 24 h; 0 = TNF only, 100 = no-TNF cells | activation (protection from cell death), % at 10 µM | 0.068% of 220,000 active;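 active = activation, meaning protection from cell death, of at least 50% relative to plate controls; inactive = activation below 50%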;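 also: necroptosis triggered by 40 ng/mL TNF-alpha added together with compound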
PERK inh = inhibitors of human PERK kinase; CHO PERK-DD fusion, SEAP luminescence translation reporter; 0.17% of 220,000 active; Q9NZJ5; inhibition, % at 5.6 µM;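 active = inhibition above the mean inhibition of all tested compounds plus 3 SD, set separately per screening campaign, cut at about 2.9% in these data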;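 also: PERK kinase domain activated by AP20187 dimerizer at 100 nM; 0% = DMSO with dimerizer and 100% = rapamycin at 8.4 µM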
EP2 modulator = EP2 receptor (human) modulation; P43116; EP2-expressing cells, cAMP HTRF FRET, PGE2 co-stimulation; AID 940; induction, % at 25 µM; 0.83% of 260,000 active;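 active = compounds whose cAMP rise, as percent of the full-agonist control response, exceeds 60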;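 also: rat C6 glioma line stably carrying human EP2 under a CMV promoter; the protocol text gives 20 µM as final concentration; 100% = response of wells given 1 µM PGE2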
Hck Nef HTS = human Hck-Nef kinase inhibition. P08631. Recombinant Hck-YEEI plus Nef, Z-Lyte FRET kinase assay. inhibition, % at 20 µM. 0.68% of 220,000 active. AID 463187;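 active = Hck-Nef kinase inhibition above about 50%, limit read from the data; inactive = inhibition below that limit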;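 also: 0% = DMSO with Hck plus Nef and 100% = Hck alone without Nef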
Target sequence (P08631 whole entry, looked up): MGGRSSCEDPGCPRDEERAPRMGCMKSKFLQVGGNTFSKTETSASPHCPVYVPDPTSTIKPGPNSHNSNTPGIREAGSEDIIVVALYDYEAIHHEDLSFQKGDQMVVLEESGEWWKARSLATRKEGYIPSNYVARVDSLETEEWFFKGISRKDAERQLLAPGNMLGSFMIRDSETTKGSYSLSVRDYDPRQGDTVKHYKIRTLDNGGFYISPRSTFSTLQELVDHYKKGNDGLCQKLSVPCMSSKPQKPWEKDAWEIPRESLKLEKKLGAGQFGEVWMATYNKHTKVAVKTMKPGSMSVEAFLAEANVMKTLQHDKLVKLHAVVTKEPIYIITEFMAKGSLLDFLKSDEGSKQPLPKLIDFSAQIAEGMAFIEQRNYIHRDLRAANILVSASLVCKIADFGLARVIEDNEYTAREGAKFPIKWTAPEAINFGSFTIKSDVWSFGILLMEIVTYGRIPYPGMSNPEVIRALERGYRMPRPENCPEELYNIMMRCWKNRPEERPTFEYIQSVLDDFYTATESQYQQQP
Runt-SMMHC FRET = inhibitors of human RUNX1 Runt domain binding to CBFb-SMMHC; Cerulean-Runt/Venus-CBFb-SMMHC FRET ratio 530/480, 1 h; AID 1434; inhibition, % at 20 µM; Q01196+Q13951; 0.74% of 220,000 active;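 active = mean inhibition across duplicate retests at 20 µM reaching about 50%, limit read from the data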;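 also: 0% = DMSO wells and 100% = wells with excess untagged CBFb-SMMHC; inhibitors lower the FRET ratio by blocking Runt binding to CBFb-SMMHC; some results filed as inactive read as strong as hits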
zVAD death inh = blocks zVAD induced death of L929 cells; L929 zVAD necroptosis rescue, ATP luminescence, 24 h; with zVAD 60 µM; AID 1377; viability rescue, % at 10 µM; 0.38% of 220,000 active;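 active = activation, scaled between plate controls, above about 75%, limit read from the data; inactive = activation under that limit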;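 also: 0% = zVAD with DMSO and 100% = DMSO alone without zVAD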
RBBP9 inh = blocks human serine hydrolase RBBP9 | O75884 | recombinant RBBP9, FP-Rh probe fluorescence polarization | inhibition, % at 7.94 µM | 0.2% of 220,000 active;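 active = inhibition above the campaign mean of all tested compounds plus 3 SD, cut at about 14% in these data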;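 also: plate controls were DMSO wells with RBBP9 for no effect and wells lacking RBBP9 protein for full effect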
Target sequence (O75884 whole entry, looked up): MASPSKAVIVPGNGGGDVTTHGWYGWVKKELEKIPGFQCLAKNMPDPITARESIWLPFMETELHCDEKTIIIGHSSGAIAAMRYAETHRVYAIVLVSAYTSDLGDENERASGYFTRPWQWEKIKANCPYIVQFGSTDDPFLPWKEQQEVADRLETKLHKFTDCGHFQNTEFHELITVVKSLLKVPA
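Test system: recombinant human RBBP9. Quantity: 2.5 µM RBBP9 dispensing solution, before mixing. Detection: FP readout at 525/598 nm. Reagent: Serine-hydrolase probe FP-Rh, 375 nM pre-mixing. Measure: % inhibition. Control set: DMSO-treated enzyme wells and wells lacking RBBP9. Buffer or medium: Tris-NaCl-Pluronic buffer, pH 8.0. Times: preincubation 30 min plus labeling 45 min at 25 °C.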
EP2 antag = blocks the human prostaglandin E2 receptor EP2. inhibition, % at 25 µM. C6 glioma cells expressing human EP2, cAMP TR-FRET; cells stimulated with saturating PGE2. 0.52% of 260,000 active. P43116;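 active = percent inhibition above 40 after rounding to a whole number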;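 also: rat C6 glioma host cells with rolipram phosphodiesterase inhibitor present; the protocol text gives 20 µM as final concentration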
Runt-CBFb FRET = inhibitors of human RUNX1 Runt domain binding to CBFb; Cerulean-Runt/Venus-CBFb FRET ratio 530/480, 1 h; Q01196+Q13951; inhibition, % at 20 µM; 0.46% of 220,000 active;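 active = inhibition over about 50% at 20 µM in the single-dose screen, limit read from the data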;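 also: 0% = DMSO wells and 100% = excess unlabeled CBFb competitor control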
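Assay system: Cerulean-Runt domain / Medium: Tris 50 mM pH 7.5, KCl, K2SO4, 0.01% BSA / Timing: protein complex preformed 1 h, compound exposure 1 h, room temperature, dark / Measured by: FRET, excitation 422 nm, emission at 530 and 480 nm / Evaluation: loss of energy transfer signal / Control set: 5 µM unlabeled CBFb as full-inhibition high control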
Active calls of the source: *; x = no result given.

SMILES	TNF necrop inh	PERK inh	EP2 modulator	Hck Nef HTS	Runt-SMMHC FRET	zVAD death inh	RBBP9 inh	EP2 antag	Runt-CBFb FRET
O=C(CCCCn1c(=O)c2ccccc2n(Cc2ccccc2)c1=O)NC1CCN(Cc2ccccc2)CC1	-0.4	1.3	-22.6	19.0	-3.1	-0.8	-3.0	3.3	0.3
CN(Cc1cccs1)C(=O)c1ccc(S(=O)(=O)NCc2ccco2)cc1	0.7	1.1	7.8	13.9	-0.2	-0.2	3.9	8.9	0.5
COc1c(C)cccc1C(=O)Nc1ccc(CN2CCOCC2)cc1	0.0	-0.8	5.4	1.3	-0.2	0.5	-3.9	8.7	-0.4
Cn1cnnc1SCC(=O)Nc1ccc(OCc2ccccc2)cc1	2.3	-0.8	-12.8	18.3	-1.9	-0.1	-13.9	7.7	0.3
COCC(C)n1c(C)cc(C(=O)COC(=O)c2ccc3ncsc3c2)c1C (stereo unspecified)	-2.2	0.7	x	2.1	0.4	8.1	-8.0	12.8	0.5
CC(C)Oc1ccc(Cc2cnc(N)nc2N)cc1	-1.8	-0.4	-14.6	-0.5	-2.2	-0.8	-6.3	7.5	0.4
Cc1ccccc1NC(=O)CSc1nc(N)c2c3c(sc2n1)CSC(C)(C)C3	8.3	0.2	9.5	-0.4	0.0	1.0	-1.2	3.5	-1.7
Cc1cc(C)n2nc(SC(C)C(=O)Nc3ccc(Cl)cn3)nc2n1 (stereo unspecified)	-0.2	0.7	-8.6	18.1	-3.0	0.8	1.8	3.3	0.1
COc1cccc(C(=O)NCCOc2cc(C)cc(C)c2)c1	0.6	0.5	-22.3	3.3	-7.2	-0.3	3.6	3.2	-0.5
CCN(c1cccc(C)c1)S(=O)(=O)c1cccc2nsnc12	-0.6	0.2	31.7	-6.6	2.7	-1.3	2.1	x	1.8
CN(CCOC(=O)c1ccco1)Cc1ccccc1	-0.4	-0.6	-7.4	1.2	-3.8	1.2	-9.5	17.6	0.8
COCCNC(=S)N(CCc1c(C)[nH]c2ccc(F)cc12)Cc1cccs1	-0.2	1.3	-37.5	28.1	-0.4	-0.3	-3.8	4.0	-3.8
COC(=O)CCN(C(=O)c1ccc2c(c1)OCO2)c1ccccn1	-2.2	0.8	20.8	0.2	2.6	-0.1	-4.8	10.9	0.4
CN(Cc1ccccc1)C(=S)Nc1ccc(OC(F)F)cc1	1.8	1.4	-23.4	8.9	-0.4	1.2	-0.8	3.4	0.3
Nc1nonc1-c1nc2ccccc2n1CCC(=O)O	0.9	0.4	0.0	2.3	2.8	0.0	-4.0	-0.9	-2.7
NNC(=O)COc1ccc(F)cc1	0.8	0.1	3.3	1.3	0.9	0.2	-4.7	5.7	1.0
COC(=O)[C@H](CC(C)C)NC(=O)NCc1ccc(Cl)cc1	8.7	0.2	6.4	2.6	-2.8	1.9	2.6	10.4	1.3
CC1Cc2ccccc2N1c1ncnc(N)c1[N+](=O)[O-] (stereo unspecified)	-4.1	0.5	-40.9	26.6	-7.6	-2.0	-5.9	4.8	-0.9
O=S(=O)(Nc1nccs1)c1ccc(Br)cc1	-0.2	0.7	14.3	19.5	1.6	1.6	-10.3	4.2	-1.6
Cc1ccc(C(=O)CSc2nsc(C)c2C#N)cc1	-0.6	0.7	43.7	-1.0	18.4	-0.1	-2.8	1.9	32.0
Cc1ccc(-c2noc(C3CCN(C(=O)Nc4ccc(C#N)cc4)CC3)n2)o1	-0.3	-0.7	-8.5	0.7	3.6	0.2	-4.0	6.3	2.3
O=C(Nc1ccc(F)cc1F)c1cc2nc3c(c(C(F)(F)F)n2n1)CCCC3	1.6	1.4	-11.1	3.9	1.2	0.7	-3.6	9.2	-0.8
COC(=O)[C@@H](NC(=O)Nc1ccc(OC)cc1)C(C)C	-2.1	0.7	16.8	2.2	0.6	0.0	-8.1	1.6	0.7
O=C(CSc1nc2ccccc2s1)N1CCN(C(=O)c2ccco2)CC1	0.4	-0.2	-0.4	0.5	-4.1	-0.1	4.6	11.4	3.8
CCN(CC)S(=O)(=O)c1ccc2oc(SCC(=O)NCc3ccccc3)nc2c1	1.6	-0.2	-53.9	1.7	2.7	0.1	-5.1	8.7	1.4

Another view of part of the listing above.
smiles | TNF necrop inh | PERK inh | EP2 modulator | Hck Nef HTS | Runt-SMMHC FRET | zVAD death inh | RBBP9 inh | EP2 antag | Runt-CBFb FRET
CN(CCOC(=O)c1ccco1)Cc1ccccc1 | -0.4 | -0.6 | -7.4 | 1.2 | -3.8 | 1.2 | -9.5 | 17.6 | 0.8
COCCNC(=S)N(CCc1c(C)[nH]c2ccc(F)cc12)Cc1cccs1 | -0.2 | 1.3 | -37.5 | 28.1 | -0.4 | -0.3 | -3.8 | 4.0 | -3.8
COC(=O)CCN(C(=O)c1ccc2c(c1)OCO2)c1ccccn1 | -2.2 | 0.8 | 20.8 | 0.2 | 2.6 | -0.1 | -4.8 | 10.9 | 0.4
CN(Cc1ccccc1)C(=S)Nc1ccc(OC(F)F)cc1 | 1.8 | 1.4 | -23.4 | 8.9 | -0.4 | 1.2 | -0.8 | 3.4 | 0.3
Nc1nonc1-c1nc2ccccc2n1CCC(=O)O | 0.9 | 0.4 | 0.0 | 2.3 | 2.8 | 0.0 | -4.0 | -0.9 | -2.7
NNC(=O)COc1ccc(F)cc1 | 0.8 | 0.1 | 3.3 | 1.3 | 0.9 | 0.2 | -4.7 | 5.7 | 1.0
COC(=O)[C@H](CC(C)C)NC(=O)NCc1ccc(Cl)cc1 | 8.7 | 0.2 | 6.4 | 2.6 | -2.8 | 1.9 | 2.6 | 10.4 | 1.3
CC1Cc2ccccc2N1c1ncnc(N)c1[N+](=O)[O-] (stereo unspecified) | -4.1 | 0.5 | -40.9 | 26.6 | -7.6 | -2.0 | -5.9 | 4.8 | -0.9
O=S(=O)(Nc1nccs1)c1ccc(Br)cc1 | -0.2 | 0.7 | 14.3 | 19.5 | 1.6 | 1.6 | -10.3 | 4.2 | -1.6
Cc1ccc(C(=O)CSc2nsc(C)c2C#N)cc1 | -0.6 | 0.7 | 43.7 | -1.0 | 18.4 | -0.1 | -2.8 | 1.9 | 32.0
Cc1ccc(-c2noc(C3CCN(C(=O)Nc4ccc(C#N)cc4)CC3)n2)o1 | -0.3 | -0.7 | -8.5 | 0.7 | 3.6 | 0.2 | -4.0 | 6.3 | 2.3

(further entries)
SMILES	TNF necrop inh	PERK inh	EP2 modulator	Hck Nef HTS	Runt-SMMHC FRET	zVAD death inh	RBBP9 inh	EP2 antag	Runt-CBFb FRET
CN(C1CC(C)(C)N(O)C(C)(C)C1)S(=O)(=O)CC12CCC(CC1=O)C2(C)C (stereo unspecified)	0.7	-0.1	8.8	5.4	2.5	0.9	-6.8	8.8	1.4
Cc1ccc(Cl)cc1N1CCN(S(=O)(=O)N2CCCCC2)CC1	1.8	0.6	-18.9	13.5	-2.2	5.0	-10.5	7.6	-2.1
C=CC(C)(C)c1cc2cc3ccoc3cc2oc1=O	0.4	1.4	-57.8	-2.1	0.6	10.9	-14.6	12.0	-1.1
CCN(Cc1ccncc1)C(=S)Nc1c(C)cccc1C	1.1	1.0	-0.1	1.0	-0.1	-0.2	-11.2	5.6	-0.8
COc1ccc(OC)c(NS(=O)(=O)c2ccc(Cl)s2)c1	-0.9	1.1	23.3	-1.1	7.3	-0.2	-1.9	4.3	0.5
CC1(C)CC(=NOC(=O)c2ccccc2)CC(C)(C)N1O	1.6	0.5	9.8	0.0	-1.6	1.2	-7.9	7.1	-1.5
CCCCCCCCC(=O)NC(NC(=S)N1CCOCC1)C(Cl)(Cl)Cl (stereo unspecified)	-3.3	-0.4	-55.0	-10.3	0.2	-0.8	-0.2	19.5	-3.6
CN(Cc1ccccc1)c1ccc([N+](=O)[O-])cc1C(=O)O	2.1	-0.8	10.5	22.3	-2.8	3.7	1.5	8.1	-2.9
O=C(COc1ccccc1)Nc1nc2ccccc2[nH]1	-0.9	-0.3	-49.8	0.4	0.9	1.4	-6.5	15.7	2.1
CCC(=O)c1c[nH]c(C(=O)NCCCN2CCOCC2)c1	-2.5	1.6	20.5	3.8	5.3	0.3	-1.2	9.1	-0.2
Cc1cccc(NC(=O)c2cc(Cl)ccc2[N+](=O)[O-])c1	2.0	-0.1	9.3	2.5	0.6	0.5	1.1	2.6	-0.9
O=C(CCC(=O)Nc1ccc(F)cc1)N/N=C/c1ccc(O)cc1O	-3.8	0.4	-27.9	21.0	-10.4	3.5	-5.5	5.0	-1.1
O=C(COc1ccc(Cl)cc1Cl)Nn1c(=S)[nH]c2ncccc2c1=O	1.8	0.9	12.3	1.1	-69.9	0.7	-10.2	11.8	3.7
O=C(OCc1c(Cl)nc2sccn12)c1cc2c(s1)CCCC2	-4.7	1.3	-25.5	1.2	-4.5	0.6	-0.5	x	0.6
O=C(c1c[nH]c2ccc(S(=O)(=O)N3CCOCC3)cc2c1=O)N1CCCC1	-0.4	1.7	-5.2	0.2	2.6	0.1	-0.5	21.7	-1.7
Cc1cc(NC(=O)Cc2csc(-c3ccccc3)n2)ccc1Br	1.0	0.7	-15.5	-1.2	-1.3	-0.3	-7.6	4.9	-0.7
Cc1ccc(NC(=O)CNc2ccc(Cl)cc2F)cc1	5.2	0.9	11.8	0.2	-0.8	1.4	-7.1	11.9	-1.4
COc1cccc(C(=O)Nc2ccc3c(c2)C(=O)N(CCC(=O)O)C3=O)c1	-0.2	0.5	13.3	-0.2	-5.9	0.1	-3.4	5.3	x
O=C(/C=C/C=C/c1ccccc1)CC1(O)C(=O)N(CCc2ccccc2)c2ccccc21 (stereo unspecified)	-6.3	0.5	-7.3	1.8	1.4	0.4	-6.7	x	0.6
Cc1cccc(NC(=O)c2ccccc2-c2ccccc2)c1	-0.6	0.8	43.4	-4.3	4.2	0.2	-9.5	7.2	-0.8
COC(=O)c1ccc(C)c(NC(=O)CCNC(=O)c2ccc([N+](=O)[O-])cc2)c1	1.9	-0.1	-2.5	-0.5	10.6	2.0	-4.8	7.3	2.2
COC(=O)c1sc(NC(=S)NC(=O)c2cccc(C)c2)nc1C	0.3	-0.3	-77.0	3.2	3.6	-0.5	-14.4	10.2	-2.1

Not all compounds are listed (hit frequency here may not be typical).
